Source: PubChem
A549 viability: A549 cytotoxicity, counter-screen for Nrf2 inhibitors; A549 ARE-Fluc cells, CellTiter-Fluor viability, 18-24 h; Potency, µM (titrated, usually from 46 µM), for inactives: top-dose activity change, negative = cytotoxicity, usual class: inhibitors; actives 0.16% (n = 390,000); further: potency means the concentration at half of the fitted maximal effect; on the % scale 0 is the no-effect control and ±100 the full control effect
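A549 ARE-Fluc cells in 5% FBS OPTI-MEM, 5000 cells/well, rested 2 h then exposed to compounds in concentration-response for 18-24 h at 37 °C. Viability by CellTiter-Fluor fluorescence (Ex 405/Em 525) after 30 min; luciferase luminescence (BugLite, 15 min, RT) read afterwards.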
Nrf2 ARE act: Nrf2 pathway activation. AREc32 ARE-luciferase reporter (MCF7-derived line), luminescence, 24 h. Potency, µM (doses to about 46.1 µM), for inactives: at the highest dose activation, actives largely listed as activators. actives 0.31% (n = 410,000). AID 624171; further: potency means the concentration at half of the fitted maximal effect; % of control where 0% means no effect; nearly all actives have a fitted effect of over 65% in size
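Nrf2 activation is followed as ARE-luciferase induction in the AREc32 line after one day of compound treatment; luminescence is read with Steady-Glo.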
S2 tox: viability counter-screen for ATXN expression inhibitors; S2 cells (HEK-293 line with an ATXN2-luciferase reporter) viability, CellTiter-Fluor protease fluorescence, 24 h; Potency, µM (top dose mostly 56.7 µM), most hits filed as cytotoxic; actives 0.49% (n = 400,000); AID 651635; further: potency means the concentration at half of the fitted maximal effect; nearly all actives have a fitted effect of over 40% in size
IL2 activator: activators of IL-2. AID 652025. IL-2 activation reporter assay, cell-based qHTS; stimulated with anti-CD3/CD4/CD28 beads; in transgenic mouse T cells. activation, % (series mostly up to about 46 µM). actives 0.065% (n = 360,000); in the data active means activation above about 50%; inconclusive means mostly about 30% to 49%; further: 0% is about no effect
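Unstimulated transgenic mouse T cells, 750 per well, received compound and, after 60 minutes, anti-CD3/anti-CD4 bead plus anti-CD28 stimulation. EGFP and DsRed were quantified after 18 hours.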
Nrf2 inh: inhibitors of Nrf2 signaling. Potency, µM (series often up to 46 µM), for inactives: at the highest dose activity change, negative = inhibition, actives largely listed as inhibitors. actives 2.1% (n = 360,000). AID 504444. A549 ARE-Fluc reporter, luciferase luminescence, 18-24 h; further: potency means the concentration at half of the fitted maximal effect; on the % scale 0 is the no-effect control and ±100 the full control effect; nearly all actives have a fitted effect of over 60% in size
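Reporter: ARE-Fluc in A549. Exposure: 18-24 h, 37 °C, 5% CO2, 5% FBS OPTI-MEM. Readouts: fluorescent cytotoxicity (CellTiter-Fluor), then luminescent Nrf2 signal after BugLite.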
ATXN2 expr inh: reduces ATXN2 reporter expression in HEK-293 cells; Potency, µM (highest dose often 57 µM), without a hit: top-dose activity change, negative = inhibition, most hits filed as inhibitors; HEK-293 ATXN2-luciferase reporter, luminescence, 24 h; actives 0.72% (n = 360,000); further: potency means the concentration at half of the fitted maximal effect; on the % scale 0 is the no-effect control and ±100 the full control effect; nearly all actives have a fitted effect of over 55% in size
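ATXN2-luciferase reporter cells (luciferase flanked by upstream and downstream ATXN2 gene portions) were treated 24 h at 37 °C with compounds at up to 57 uM. SteadyGlo luminescence gave expression; GF-AFC fluorescence gave viability.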
TGFb inhibitor: blocks TGF-b signaling; HepG2 CAGA-GFP TGF-b/SMAD3 reporter, GFP fluorescence, 18 h; TGF-beta stimulated, 500 pg/mL final; Potency, µM (top dose mostly 46.1 µM), inactives show at the top dose activity, negative = inhibition, usual class: inhibitors; actives 1.2% (n = 410,000); AID 588855; further: potency means the concentration at half of the fitted maximal effect; on the % scale 0 is the no-effect control and ±100 the full control effect; nearly all actives have a fitted effect of over 65% in size
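TGF-beta reporter screen: HEPG2 CAGA-GFP, 1% FBS, 500 pg/mL TGF-beta final, 18 h; per-cell GFP summed per well; curves fitted and categorized by class.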
HepG2 viability: counter-screen for TGF-b inhibitors: cytotoxicity in HepG2 cells. Potency, µM (doses to about 46.1 µM), for the others: top-dose activity change, negative = cytotoxicity, actives largely listed as cytotoxic. actives 0.76% (n = 410,000). HepG2 CAGA-GFP viability, ATP luminescence, 18 h; further: potency means the concentration at half of the fitted maximal effect; some results filed as inactive show a strong effect at the top dose
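HepG2 CAGA-GFP cells (1000/well, DMEM with 1% FBS) received compound, then TGF-beta at 500 pg/mL final, and were incubated 18 hours at 37 degrees C. Viability was read by CellTiter-Glo luminescence. Media-only wells were set as complete cell-killing and DMSO as no toxicity.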
EPAC2 agonist: activates human EPAC2 exchange factor; Potency, µM (doses to about 154 µM), inactives show top-dose activation, actives largely listed as activators; EPAC2 activation, biochemical qHTS; response scale: 100% = 6.5 mM cAMP response; actives 0.079% (n = 360,000); further: potency means the concentration at half of the fitted maximal effect; nearly all actives have a fitted effect of over 50% in size
Target sequence (Q8WZA2 whole entry, looked up): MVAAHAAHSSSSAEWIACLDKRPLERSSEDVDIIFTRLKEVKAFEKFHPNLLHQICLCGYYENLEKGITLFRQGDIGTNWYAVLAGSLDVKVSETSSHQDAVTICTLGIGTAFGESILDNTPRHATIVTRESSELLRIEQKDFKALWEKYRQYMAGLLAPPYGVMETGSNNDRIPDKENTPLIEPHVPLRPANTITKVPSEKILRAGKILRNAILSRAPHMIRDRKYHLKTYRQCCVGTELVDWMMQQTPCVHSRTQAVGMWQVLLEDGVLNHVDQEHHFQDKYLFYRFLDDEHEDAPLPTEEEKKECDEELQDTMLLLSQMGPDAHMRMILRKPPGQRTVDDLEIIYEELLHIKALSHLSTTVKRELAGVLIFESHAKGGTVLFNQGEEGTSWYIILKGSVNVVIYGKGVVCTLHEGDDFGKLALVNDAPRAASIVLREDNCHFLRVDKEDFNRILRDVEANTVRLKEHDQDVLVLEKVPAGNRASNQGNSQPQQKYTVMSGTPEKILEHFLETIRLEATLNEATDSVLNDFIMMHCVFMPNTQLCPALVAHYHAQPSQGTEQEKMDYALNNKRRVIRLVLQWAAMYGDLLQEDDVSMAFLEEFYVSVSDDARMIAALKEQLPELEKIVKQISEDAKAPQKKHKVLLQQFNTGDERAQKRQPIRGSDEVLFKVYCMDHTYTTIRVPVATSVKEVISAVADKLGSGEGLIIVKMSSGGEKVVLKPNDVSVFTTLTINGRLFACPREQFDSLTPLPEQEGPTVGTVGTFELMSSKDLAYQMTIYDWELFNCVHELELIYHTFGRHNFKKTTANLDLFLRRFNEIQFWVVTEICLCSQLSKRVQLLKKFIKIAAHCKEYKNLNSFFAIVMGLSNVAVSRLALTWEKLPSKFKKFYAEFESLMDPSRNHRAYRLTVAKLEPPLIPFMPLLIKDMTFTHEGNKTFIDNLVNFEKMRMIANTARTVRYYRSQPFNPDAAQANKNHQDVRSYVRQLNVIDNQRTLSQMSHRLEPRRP
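qHTS, titration series. 100 nM EPAC2 / 250 nM Rap1B-BODIPY-GDP / 50 uM GDP; RT; ex 480/em 540 nm, 5-min reads to 30 min. Norm. to 6.5 mM cAMP = activation.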
Active calls of the source: *; i = inactive; ? = inconclusive; · = no result given; & = joins results of further samples; [ ] = another dose, or the depositor's remark. Unless noted, the call rests on the fitted dose curve; in most records, active means well fitted curve in the direction sought with a large enough effect; inconclusive means small, poorly fitted or top-dose-only effect, or another doubt; inactive means no such curve, though single readings can be large; an effect the other way counts as inactive or inconclusive.

SMILES	A549 viability	Nrf2 ARE act	S2 tox	IL2 activator	Nrf2 inh	ATXN2 expr inh	TGFb inhibitor	HepG2 viability	EPAC2 agonist
Cc1nc2nc(C)c(CCC(=O)NCCc3ccccc3)c(C)n2n1	-2.6%	0.3%	i	·	?	8.2%	4.1%	-2.4%	·
Nc1ccc(Sc2ccc([N+](=O)[O-])cc2)cc1	-9.5%	1.9%	i	-2.8	?	·	-15.6%	-3.5%	18.4%
N/C(=N\OC(=O)c1ccccc1)c1ccn[nH]1	-1.0%	-1.0%	i	-1.8	?	-11.0%	-3.3%	-18.2%	-1.9%
Cn1c(SCC(=O)NCC2CCCO2)nnc1-c1ccc(S(=O)(=O)N2CCCC2)cc1 (stereo not given)	5.0%	0.1%	i	-1.1	14.7%	-1.3%	6.3%	2.5%	10.7%
COc1cc(OC)cc(-c2ncc3ccccn23)c1	-11.3%	0.2%	i	0.6	-5.4%	-7.3%	?	-9.7%	-0.7%
COC(=O)c1cccc(S(=O)(=O)N2CCC(C)CC2)c1	-12.2%	0.2%	i	-3.1	-6.3%	1.2%	24.6%	1.8%	9.2%
O=C(NCCc1ccccn1)c1cccnc1Oc1ccc(Cl)cc1	6.3%	3.2%	?	0.6	16.8%	·	9.3%	0.6%	13.0%
CCC(C)NC(=O)C1(O)c2cc(Br)ccc2NC(=O)N1c1cccc(OC)c1 (stereo not given)	2.9%	-0.3%	i	-0.5	4.6%	-2.1%	-2.6%	0.5%	7.6%
O=C(NCc1cccc(OC(F)(F)F)c1)C1CCC(=O)N(Cc2cccc(F)c2)C1 (stereo not given)	-1.3%	-0.6%	i	1.1	12.2%	5.2%	4.3%	-11.4%	-9.3%
CC(=O)OC(C(=O)n1nc(C)cc1C)c1ccccc1 (stereo not given)	-6.6%	-0.1%	i	2.9	-6.2%	-2.6%	-3.8%	-1.9%	4.4%
CCN(c1ccc(OC)cc1)S(=O)(=O)c1nnc(NC(=O)c2ccccc2Cl)s1	?	-0.3%&11.6%	i	-1.4	-24.0%&-11.1%	9.4%	-18.0%&0.0%	-9.0%&-41.8%	3.9%
Cn1c(SCc2ccc(Cl)cc2)nnc1-c1ccc2nonc2c1	10.4%	-1.3%	i	-0.6	5.4%	·	2.4%	11.9%	5.9%
CCOc1ccccc1NC(=O)Cn1nc(N2CCN(c3ccccc3)CC2)ccc1=O	5.1%	4.3%	i	·	?	-37.8%	-29.5%	-4.2%	·
CC(OC(=O)C1CCCCC1)c1nc2ccccc2[nH]1 (stereo not given)	-3.0%	0.6%	i	-3.4	?	-6.1%	-8.7%	11.2%	-0.7%
CC[n+]1ccc(/C=C2\Sc3ccccc3N2CCCS(=O)(=O)[O-])c2ccccc21	-8.1%	1.9%	i	10.1	-2.6%	-8.6%	?	6.4%	-5.6%

Whole records from above:
Entry for O=C(NCCc1ccccn1)c1cccnc1Oc1ccc(Cl)cc1 → A549 viability: 6.3%; Nrf2 ARE act: 3.2%; S2 tox: ?; IL2 activator: 0.6; Nrf2 inh: 16.8%; ATXN2 expr inh: ·; TGFb inhibitor: 9.3%; HepG2 viability: 0.6%; EPAC2 agonist: 13.0%
Entry for CCC(C)NC(=O)C1(O)c2cc(Br)ccc2NC(=O)N1c1cccc(OC)c1 (stereo not given) → A549 viability: 2.9%; Nrf2 ARE act: -0.3%; S2 tox: i; IL2 activator: -0.5; Nrf2 inh: 4.6%; ATXN2 expr inh: -2.1%; TGFb inhibitor: -2.6%; HepG2 viability: 0.5%; EPAC2 agonist: 7.6%

(more compounds)
SMILES	A549 viability	Nrf2 ARE act	S2 tox	IL2 activator	Nrf2 inh	ATXN2 expr inh	TGFb inhibitor	HepG2 viability	EPAC2 agonist
O=C(NCC(=O)N(Cc1ccccc1)C(C(=O)NC1CCCC1)c1ccncc1)c1ccco1 (stereo not given)	-0.6%	0.0%	i	-0.1	-14.3%	-7.8%	0.3%	-10.3%	2.5%
c1ccc(-c2cnnc(N3CCCCC3)n2)cc1	-5.3%	9.1%	i	0.1	?	95.7%[activator]	-8.7%	-6.6%	2.8%
CC(=O)CCc1ccc(OC(=O)c2cccnc2)cc1	-2.3%	0.2%	i	-1.2	22.8%	0.2%	-6.8%	7.0%	-8.8%
COc1ccc2c(c1)c1ncn(CCN3CCNCC3)c(=O)c1n2C	0.3%	-0.7%	i	-1.6	·	4.5%	3.3%	-6.3%	5.0%
CCCCCN(C(=O)CCC(=O)OCc1ccccc1C)c1c(N)n(CCCC)c(=O)[nH]c1=O	-12.4%	0.1%	i	-1.3	?	-1.7%	2.4%	-11.7%	-6.7%
Cc1cc(-c2ccc(Br)s2)nc(-n2cccc2)n1	5.4%	?	·	3.1	15.7%	1.8%	-5.0%	1.1%	5.3%
Cc1ccc2nc(SC(Cc3cc(Cl)ccc3Cl)C(=O)O)[nH]c2c1 (stereo not given)	5.5%	0.1%	·	·	·	·	?	3.0%	·
COc1c(C)cc(Br)cc1C(=O)Nc1ccccc1N1CCN(C(=O)c2ccccc2)CC1	-9.1%	-0.1%	·	-2.9	?	3.2%	1.4%	4.3%	12.9%
COc1cccc(C(=O)COC(=O)CCCC(=O)NC2CCCCC2)c1	-0.3%	-0.7%	i	-2.9	-7.0%	-5.3%	7.5%	-0.4%	2.4%
Cc1ccc(S(=O)(=O)/N=C(\Nc2cccc(C)c2)Nc2nc(C)cc(C)n2)cc1	0.7%	0.2%	i	0.0	5.0%	-2.4%	?	-3.7%	-13.6%
O=C(CCCCC(=O)NCCc1ccccc1)NCCc1ccccc1	8.7%	0.4%	?	1.1	2.7%	-13.9%	22.4%	-16.9%	6.1%
Cc1c(C(=O)OC2CCCCC2)[nH]c2c1C(=O)CC(C)(C)C2	-0.2%	0.4%	i	0.1	·	31.8%	?	-25.1%	-4.3%
CCN1CCN(C(=S)Nc2ccc3nc(N4CCN(CC)CC4)cc(C)c3c2)CC1	-20.8%	7.8%	i	-5.3	14.2%	-23.5%	?	-34.8%	10.7%
O=C(O)CCn1c(-c2ccccn2)nc2ccccc21	2.2%	2.4%	i	-0.9	10.8%	20.1%	12.0%	-0.4%	-5.5%
CCOC(=O)c1c(NC(C)=O)sc2c(OCCN(CC)CC)c(Br)ccc12	-10.8%	-0.1%	?	-0.1	12.6%	?	-0.8%	-2.9%	-0.1%
Cc1nc2ncnn2c(C)c1Cc1ccc(Cl)cc1	-5.8%	-0.9%	?	-2.2	-11.1%	3.8%	-8.6%	-25.9%	-4.4%
CCc1ccccc1NC(=S)N(CCCN1CCOCC1)Cc1ccccn1	-0.8%	-0.2%	?	-0.4	2.0%	-10.2%	-3.7%	-4.3%	-6.4%
CC1CCc2c(sc(NC(=O)c3cc(-c4cccc(Cl)c4)on3)c2C(N)=O)C1 (stereo not given)	4.9%	19.0%	i	·	3.6%	-6.0%	-4.2%	-24.3%	·
O=c1cc(CSc2ccc(Cl)cc2)nc(-c2ccncc2)[nH]1	-0.5%	-0.5%	i	0.0	-3.3%	-5.9%	-15.5%	-21.7%	7.3%
S=C1SCN(Cc2ccco2)CN1Cc1ccco1	-10.9%	21.0%	?	0.4	-6.9%	-0.7%	?	-67.1%	10.2%
COC(=O)C=C1CCC2C3CC(F)C4(O)CC(=O)CCC4(C)C3C(=O)CC12C (stereo not given)	-3.3%	-0.1%	i	0.4	-2.1%	7.7%	2.0%	3.6%	4.3%
CSc1nc2ccc(S(=O)(=O)NC3CCCCC3)cc2s1	0.8%	5.9%	i	-5.7	?	-7.4%	?	7.1%	8.9%
COc1ccc(Cl)c(Cn2c(NCc3ccco3)nc3c2c(=O)n(C)c(=O)n3C)c1	-9.8%	4.6%	i	0.4	?	-14.7%	-32.3%	5.1%	-1.6%
COc1ccc2c(c1)CC(C1(O)C(=O)Nc3ccccc31)C2=O (stereo not given)	·	2.9%	i	0.2	3.8%	39.3%[activator]	-15.0%	-0.1%	6.9%
Cc1cc(C(=O)N2CCN(C(=O)C3CCCO3)CC2)no1 (stereo not given)	2.5%	0.3%	i	-4.1	-2.0%	-11.6%	0.8%	-4.2%	7.7%
COc1cc(OC)c(C(=O)OCCCOC(=O)c2cc(OC)c(OC)cc2OC)cc1OC	-1.7%	-0.6%	i	-4.1	1.2%	5.7%	15.5%	9.7%	5.5%
CCC(=O)OCc1cnc(C)c2oc(=O)c(C(=O)Nc3ccc(CC)cc3)cc12	4.3%	-0.2%	·	·	·	·	?	-69.8%	·
CCCc1cnc2c(c1SCC(=O)Nc1cccc(C)c1C)c(=O)n(C)c(=O)n2C	0.6%	-0.6%	?	·	·	0.8%	6.2%	18.9%	·
COc1ccc(C(=O)NC(=S)Nc2ccc(N3CCN(C(C)=O)CC3)cc2)cc1[N+](=O)[O-]	2.2%	2.0%	i	-0.8	-10.7%	-16.3%	-0.6%	8.7%	5.4%
CCC(=O)N1CCCn2c1nc1ccccc12	0.4%	2.0%	i	0.0	0.2%	3.0%	-4.4%	22.8%	13.2%
CCOC(=O)c1cc2sc(C)cc2n1CC(=O)N1CCc2ccccc21	-4.3%	0.3%	i	-1.5	9.6%	-9.5%	-5.2%	2.6%	-3.4%
O=C(COC(=O)C1C2CC3OC(=O)C1C3C2)Nc1ccc(Br)cc1 (stereo not given)	-4.3%	0.1%	i	0.9	20.6%	-6.1%	-13.4%	10.2%	-7.2%
COc1ccc(OC)c(N(CC(=O)Nc2ccccc2)S(=O)(=O)c2ccccc2)c1	5.7%	-0.5%	i	-0.3	0.0%	-0.1%	5.8%	3.5%	8.1%
Cc1ccc(CCNC(=O)Cn2ncc3c([nH]c4ccc(C)cc43)c2=O)cc1	7.8%	-0.2%	i	·	?	11.7%	10.4%	-2.9%	·
